# aGlu spleen mod – qHTS Assay for Inhibitors and Activators of Human alpha-Glucosidase From Spleen Homogenate; human spleen homogenate, 4-MU-alpha-glucoside fluorescence; Potency, µM (doses to about 79.9 µM), without a hit: top-dose activity change, negative = inhibition, hits mostly inhibitors; 0.006% of 240,000 active; AID 2112, 2009;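 also: 0% = enzyme with vehicle and -100% = no enzyme basal signal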
#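 Human spleen homogenate (1 ug) incubated with compounds and 1 mM 4-methylumbelliferyl-alpha-D-glucopyranoside in pH 5.0 citrate/phosphate buffer, 37 C, 40 min. Stopped at pH 10; 4-MU fluorescence (Ex 365/Em 440 nm); AC50 by Hill fit.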
# HTT aggregate – qHTS Multiplex Assay to Identify Dual Action Probes in a Cell Model of Huntington: Aggregate Formation (GFP); Potency, µM (titrated, usually from 46.1 µM), inactives show at the highest dose activity change, negative = inhibition, usual class: inhibitors; AID 1688, 2009; 1.1% of 220,000 active; PC12 HttQ103-GFP aggregates, Acumen cytometry, 40 h; also: % is scaled to controls: 0 for no effect and ±100 for the full control effect; nearly all actives have a fitted effect of over 60% in size
#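 Using laser scanning cytometry, GFP-positive aggregates were counted after lysis of PC12 cells induced with 100 nM tebufenozide to express HTT exon 1 Q103–GFP. Compounds were tested in titration.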
# GAA glycogen mod – qHTS Assay for Inhibitors and Activators of Human alpha-Glucosidase Cleavage of Glycogen | Lysosomal alpha-glucosidase (Homo sapiens), P10253 | recombinant GAA, glycogen substrate, Amplex Red glucose oxidase fluorescence | Potency, µM (top dose mostly 76.4 µM), for inactives: at the highest dose activity change, negative = inhibition, hits mostly inhibitors | 0.38% of 300,000 active;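 also: 0% = full enzyme reaction and -100% = no-enzyme basal signal; the screen sought inhibitors and activators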
#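 qHTS, 1536-well; enzyme 4 nM final; cpd up to 77 uM; substrate bovine liver glycogen 30 ug; 50 mM citrate/phosphate pH 5.0, 0.01% Tween-20; 37 C, 40 min; Amplex Red detection 45 min RT; Hill fit → AC50.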
# RGS12 GoLoco inh – qHTS Assay for Inhibitors of RGS12 GoLoco Motif Activity (Red Fluorophore) | Guanine nucleotide-binding protein G(i) subunit alpha-1 (Homo sapiens), P63096 | Gai1:RGS12 GoLoco peptide FP, rhodamine, 10 min | Potency, µM (titrated, usually from 61.6 µM), without a hit: at the top dose activity, negative = inhibition, actives largely listed as inhibitors | 0.44% of 230,000 active | AID 880, 2007; active = well fitted inhibition curve with a large enough effect, not every such curve was filed as active; inactive = no such curve, though single readings can be large or run the other way; also: % is scaled to controls: 0 for no effect and ±100 for the full control effect; nearly all actives have a fitted effect of over 30% in size; many of its hits are not listed in these tables
# Target sequence (P63096 whole entry, looked up): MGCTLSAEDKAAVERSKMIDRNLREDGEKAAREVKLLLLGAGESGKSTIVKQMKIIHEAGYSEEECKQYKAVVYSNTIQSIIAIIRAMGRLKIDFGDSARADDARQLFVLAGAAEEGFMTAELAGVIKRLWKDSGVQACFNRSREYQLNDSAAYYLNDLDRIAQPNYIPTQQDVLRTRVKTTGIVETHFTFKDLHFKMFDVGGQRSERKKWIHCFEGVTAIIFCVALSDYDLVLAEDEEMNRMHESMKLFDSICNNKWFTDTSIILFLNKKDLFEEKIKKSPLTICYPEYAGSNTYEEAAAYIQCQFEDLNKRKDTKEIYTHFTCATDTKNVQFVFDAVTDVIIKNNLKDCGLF
# IMPase Li cell – qHTS Assay for Identifying the Cell-Membrane Permeable IMPase Inhibitors: Potentiation with Lithium | CHO-M1 cells, IP1 TR-FRET (IP-One), carbachol + lithium | Potency, µM (top dose mostly 59.4 µM), for the others: at the highest dose activity, negative = IMPase inhibition, hits mostly inhibitors | 0.35% of 210,000 active;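 also: IP1 builds up when IMPase is blocked and the TR-FRET signal falls; plate controls were basal vehicle for no effect and high inhibitor control for full effect; nearly all actives have a fitted effect of over 50% in size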
#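 CHO-M1, 2000 cells/well, 16–30 h culture; cpd + low Li+, 30 min 37C; lysis with d2-IP1/Eu-anti-IP1 Ab, 10 min RT; TR-FRET 665/620 ratio and 620 channel; AC50 via Hill.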
# HTT ATP protect – qHTS Multiplex Assay to Identify Dual Action Probes in a Cell Model of Huntington: Cytoprotection (ATP); Potency, µM (series often up to 56.4 µM), inactives show cytoprotection (ATP increase), actives largely listed as activators; PC12 HTT-Q103 induced, cytoprotection, ATP luminescence, 40 h; 0.14% of 230,000 active; AID 1471, 2008;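 also: % of control where 0% means no effect; nearly all actives have a fitted effect of over 45% in size; toxic huntingtin expression switched on by the ecdysone agonist tebufenozide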
#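 Compounds were screened for protection of PC12 cells against cell death after tebufenozide induction (100 nM final) of mutant Huntingtin exon 1 (Q103) fused to GFP.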
# GAA inh – qHTS Assay for Inhibitors of Human alpha-Glucosidase as a Potential Chaperone Treatment of Pompe Disease; AID 1466, 2008; Potency, µM (titrated, usually from 76.9 µM), for inactives: at the highest dose activity change, negative = inhibition, usual class: inhibitors; purified human GAA, 4-MU-alpha-glucoside fluorescence; Lysosomal alpha-glucosidase (Homo sapiens), P10253; 0.005% of 200,000 active;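 also: plate controls were uninhibited enzyme wells for no effect and no-enzyme background for full effect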
#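 Read-out is 4-methylumbelliferone fluorescence (Ex 365/Em 440 nm) after NaOH/glycine stop at pH 10. Enzyme 4 nM, substrate 400 uM, pH 5.0 citrate buffer, 20 min room temperature; AC50 from Hill-equation concentration-response.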
# Starred values were filed as active, the others as inactive; ? = inconclusive; · = no result given; & = joins results of further samples; [ ] = another dose, or the depositor's remark. Unless noted, calls follow the shape of the dose curve; as a rule, active = well fitted curve in the direction sought with a large enough effect; inconclusive = small, poorly fitted or top-dose-only effect, or another doubt; inactive = no such curve, though single readings can be large; an effect the other way counts as inactive or inconclusive. Potency is read from the fitted curve at half-maximal effect. Only part of the results is shown; count on the stated rates, not on these rows.
SMILES,aGlu spleen mod,HTT aggregate,GAA glycogen mod,RGS12 GoLoco inh,IMPase Li cell,HTT ATP protect,GAA inh
C/C(=N\OC(=O)c1ccc(OC(C)C)cc1)c1ccc(C)c(C)c1,1%,4%,-9%,-6%,46%[activator][38.3 µM],-12%,2%
N#C/C(C(=O)Oc1ccccc1)=C1\C=Cc2ccccc2N1,-2%,-3%,12%,-1%,4%[38.3 µM],-30%,?
Cc1cccc(C)c1NC(=S)N1CCOCC1,3%,-15%[9.22 µM],-9%,2%,·,9%[10 µM],·
C#CCNC(=O)C1=C[C@@H](C2CCCCC2)C[C@@H](OCCCCO)O1,3%,6%[9.22 µM],-8%,11%,3%,9%[10 µM],·
COc1ccc2cc(/C=C/C(=O)c3ccco3)c(Cl)nc2c1,-4%,20%,5%,11%,6%[38.3 µM],8%,-3%
O=C(CCN1CCCCC1)Nn1c(=S)[nH]c2ccccc2c1=O,10%,-8%,-20%,12%,-3%[38.3 µM],-1%[0.074 µM],-15%
O=C1CSC(c2ccccc2[N+](=O)[O-])N1c1cccc(F)c1 (stereo not drawn),2%,-6%,-9%,-6%,-2%,-5%,3%
Cc1onc(-c2ccccc2Cl)c1C(=O)Nc1nnc(Cc2ccc(Cl)cc2)s1,-3%,-10%,-4%,-5%,3%[38.3 µM],-39%[inhibitor],?
COC(=O)Cc1ccc2c3ccccc3n(C)c2c1,-4%,-15%,-23%,-1%,-2%[38.3 µM],4%,4%
COCCCNC(=O)C(C#N)c1nc2ccccc2nc1N1CCN(Cc2ccccc2)CC1 (stereo not drawn),-1%,21%[9.22 µM],3%,7%,30%[38.3 µM],-50%[inhibitor],?
CN1C2CCC1/C(=C/c1cccn1C)C(=O)/C2=C\c1cccn1C,-4%,1%,-6%,-17%,3%,·,-5%
Cc1cccc(-c2nnc3n2N=C(c2ccccc2Br)CS3)c1,7%,?,-14%,14%,43%[activator][38.3 µM],-26%[0.074 µM],-3%
COC(=O)c1cccnc1-n1c(=O)c2cccnc2n(Cc2cccc(C(F)(F)F)c2)c1=O,-4%,-10%,3%,-2%,9%,-65%[inhibitor],-5%
CC(C)=NNc1nc2sc3c(c2c(=O)[nH]1)CC(C)(C)OC3,-7%,-30%,?,-1%,2%,7%[10 µM],11%
COc1ccc(C(C)=O)cc1COC(=O)c1ccc(S(=O)(=O)N(C)C)cc1,-1%,-6%,0%,-11%,8%,?,-2%

# Single values from the results shown.
# N#C/C(C(=O)Oc1ccccc1)=C1\C=Cc2ccccc2N1 in aGlu spleen mod is listed with -2%
# CN1C2CCC1/C(=C/c1cccn1C)C(=O)/C2=C\c1cccn1C in GAA inh is listed with -5%
# C#CCNC(=O)C1=C[C@@H](C2CCCCC2)C[C@@H](OCCCCO)O1 in aGlu spleen mod is listed with 3%
# COCCCNC(=O)C(C#N)c1nc2ccccc2nc1N1CCN(Cc2ccccc2)CC1 (stereo not drawn) in HTT aggregate is listed with 21%[9.22 µM]

# (further entries)
SMILES,aGlu spleen mod,HTT aggregate,GAA glycogen mod,RGS12 GoLoco inh,IMPase Li cell,HTT ATP protect,GAA inh
Clc1ccc(/C=C\c2nccc3c2[nH]c2ccccc23)cc1,?,3%,1%,2%,-19%,-70%[inhibitor],?
CC(C)c1ccc(NS(=O)(=O)c2ccc(Cl)nc2)cc1,7%,3%,-7%,-11%,-1%,13%[10 µM],1%
Cc1cc(=O)[nH]c(SCC(=O)Nc2nc3c(s2)CCCC3)n1,2%,-15%,?,15%,-9%[38.3 µM],11%,9%
COc1ccc(CCNC(=O)C2CC(=O)N(c3ccccc3)C2)cc1OC (stereo not drawn),-7%,1%,-29%,-2%,3%[38.3 µM],3%[10 µM],-2%
CS(=O)(=O)N(CCC#N)Cc1ccco1,-5%,2%,1%,4%,-5%,?,1%
COc1ccc(C(=O)Nc2ccc(Cl)cc2C(=O)NCCO)cc1,-1%,-3%,5%,12%,-18%[38.3 µM],-6%,1%
CC(Sc1nnc(Cc2cccs2)n1C1CCCCC1)C(N)=O (stereo not drawn),-4%,1%,1%,9%,1%[38.3 µM],-6%,-2%
Cc1ccc(NC(=O)c2cc(-c3cccs3)on2)cc1C,-4%,-21%,7%,11%,-3%,-77%[inhibitor],2%
Cc1ccc2c(c1)C(c1ccccc1)N(C(=O)c1ccc3c(c1)OCO3)CC(=O)N2 (stereo not drawn),-4%,-1%[9.22 µM],-11%,5%,·,-5%[10 µM],·
O=C(NCC1CCCO1)C1CCN(C2CCN(Cc3ccco3)CC2)CC1 (stereo not drawn),-1%,1%[9.22 µM],12%,30%,4%,7%[10 µM],1%
O=c1c(-c2cccs2)nc2cnc(N3CCOCC3)nc2n1Cc1cccs1,-6%,·,·,10%,4%,4%,·
Nc1nc(-c2cccc(Br)c2)cs1,-14%,9%,-1%,-15%,6%[38.3 µM],-19%,3%
O=C(CN1CCOCC1)NCCNC(=O)CN1CCOCC1,4%,10%,2%,5%,20%[38.3 µM],-6%,-3%
Cc1cc(Br)c(NC(=O)COC(=O)C2CC2C)c(Br)c1 (stereo not drawn),5%,5%,1%,12%,7%,29%[10 µM],-1%
C/C(=N/NC(=O)c1ccncc1)c1cc2ccc(O)cc2oc1=O,25%,13µM*,-12%,93%[activator],8%,22%[10 µM],?
Cc1cc(-c2nc(-c3ccc(C(C)(C)C)cc3)no2)no1,0%,23%[9.22 µM],2%,-1%,·,31%[10 µM],-11%
COc1ccc(Nc2ccc3nnc(-c4ccc(Br)cc4)n3n2)cc1,5%,-6%,0%,6%,1%[38.3 µM],5%,-1%
O=C(COc1ccccc1)N(CCc1ccccc1)c1nc(-c2ccc(F)cc2)cs1,7%,-9%,2%,-6%,8%[38.3 µM],-7%,-8%
COCCNC(=S)N1C2CCC1CC(NC(=O)NC13CC4CC(CC(C4)C1)C3)C2 (stereo not drawn),-6%,-3%,5%,6%,-9%[38.3 µM],-29%,2%
NC(=O)CNCCC(c1ccccc1)c1ccccc1,5%&2%,·,·,14%&-2%,2%&-6%,-36%[inhibitor],·
COC(=O)c1ccc(CSc2ccc3nnc(-c4ccccc4)n3n2)o1,-8%,24%,10%,6%,37%[activator][38.3 µM],7%[10 µM],?
CCn1c(CCNC(=O)c2cccs2)nnc1SCC(=O)Nc1nc(-c2ccccc2)cs1,-2%,2%,0%,1%,3%,-20%[10 µM],-6%
CCOc1ccc(CCNC(=O)CSc2cc(=O)n(C)c3ccccc23)cc1OCC,-7%,5%,-3%[76.3 µM],-5%,2%,-3%[10 µM],-7%
N/C(=N\O)c1ccc(N2CCN(c3ncccc3C(F)(F)F)CC2)nc1,4%,13%[9.22 µM],?,6%,·,8%[10 µM],6%
COc1ccc(C(=O)OCCNC(=O)c2c(Cl)nc3ccccn23)cc1,-2%,10%,1%,4%,6%[38.3 µM],-14%[10 µM],1%
Cc1cccc(CNc2ncncc2-c2ccc(C(=O)N(C)C)cc2)c1,1%,·,·,3%,6%,6%,·
CCn1c(=O)c(-c2cc(=O)[nH][nH]2)c(O)c2ccccc21,·,-8%,-17%,2%,28%,-19%,6%
CCc1ccc(NC(=O)COC(=O)CCCC2=NS(=O)(=O)c3ccccc3N2)cc1,-2%,-2%,-1%,-2%,-1%,-8%,1%
Cc1ccc(CN2C(=O)CCC2C(=O)NCc2cccnc2)cc1 (stereo not drawn),-6%,5%,1%,6%,-3%[38.3 µM],-14%,-2%
COc1cccc(Nc2nc(N)c([N+](=O)[O-])c(NCc3ccccc3)n2)c1,-4%,21%[9.22 µM],-17%,4%,·,25%[10 µM],·
CCOC(=O)c1ccc(NC(=O)CSc2nnc(-c3cccs3)n2C)cc1,-1%,19%,7%,-38%,-1%[38.3 µM],15%,-2%
CCOc1ncccc1C(=O)OCC(=O)Nc1c(C)cc(C)cc1C,3%,14%,3%,-3%,20%[38.3 µM],-1%,-4%
CCOC(=O)C1CCN(C(=O)c2c(C)oc3c2C(=O)c2ccccc2C3=O)CC1,3%,-1%,-2%,-2%,0%,·,2%
COc1ccc(Nc2nc3ccccc3c(=O)[nH]2)cc1,4%,34%[9.22 µM],7%,1%,·,12%[10 µM],·
Cc1ccsc1C(=O)Nc1cccc(S(=O)(=O)N(C)C)c1,-4%,17%,2%,3%,3%,17%[10 µM],-3%
CCNc1nc(Cl)nc(NCCOc2ccc(C)cc2)n1,-6%,32%,-2%,2%,1%,·,3%
O=C(CC1SC(=O)NC1=O)Nc1ccc(Cl)cc1 (stereo not drawn),-4%,19%,-1%,22%,-3%,-47%[inhibitor],-23%
CC(=O)CSc1ccc(-c2nc3cc(C)c(C)cc3[nH]2)cn1,-2%,37%[9.22 µM],3%,8%,0%,?,5%
O=C(N/N=C/c1ccc([N+](=O)[O-])o1)c1ccccc1NS(=O)(=O)c1cccs1,1%,13%[9.22 µM],6%,0%,·,25%[10 µM],·
Cc1ccc(C)c(NC(=O)c2nnn(Cc3ccccc3)c2N)c1,1%,4%,-1%,·,·,-10%,-8%
O=c1c(Cl)c(NCc2ccccc2Cl)cnn1C12CC3CC(CC(C3)C1)C2,1%,-3%,-3%,-3%,14%,-17%[10 µM],-11%
CN1C(=O)C(C(=O)NC(C)(C)C)C2c3ccccc3OC13CCCCC23 (stereo not drawn),-1%,-21%,4%,·,·,2%,-8%
NC(=O)COc1c(-c2ccco2)oc2ccccc2c1=O,·,-7%,-5%,19%,0%,-14%,11%
O=C(c1cccs1)N1CCCC(c2ccccc2)C1 (stereo not drawn),1%,-6%,1%,-1%,41%[38.3 µM],13%,-5%
CNC(=S)N/N=C1\C(=O)c2cccc3cccc1c23,0%,?,4%,15%,22%[38.3 µM],-21%,10%

# 3 entries already listed, arranged by number of heavy atoms, highest first:
SMILES,aGlu spleen mod,HTT aggregate,GAA glycogen mod,RGS12 GoLoco inh,IMPase Li cell,HTT ATP protect,GAA inh
O=c1c(Cl)c(NCc2ccccc2Cl)cnn1C12CC3CC(CC(C3)C1)C2,1%,-3%,-3%,-3%,14%,-17%[10 µM],-11%
CCOc1ncccc1C(=O)OCC(=O)Nc1c(C)cc(C)cc1C,3%,14%,3%,-3%,20%[38.3 µM],-1%,-4%
COc1ccc(Nc2nc3ccccc3c(=O)[nH]2)cc1,4%,34%[9.22 µM],7%,1%,·,12%[10 µM],·

# Assay outcomes (PubChem)
